Bioassay records deposited in PubChem BioAssay by several laboratories.
KKLEB cytotox: reduces viability of KKLEB cystic fibrosis airway cells | activity change (cytotoxicity), % at 5 µM | 360,000 compounds, 0.36% hits | AID 602141 | KKLEB CF airway cells viability, ATPlite luminescence, overnight; active compounds read low; cells stimulated with P. aeruginosa culture filtrate;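 active = corrected activity change at or below -50% at 5 µM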
NCOA3 inh: human NCOA3 inhibition. Q9Y6Q9. HEK293 GAL4-SRC3 luciferase reporter, luminescence. inhibition, % at 3.6 µM. 360,000 compounds, 0.17% hits. AID 588352;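 active = inhibition above a per-campaign cutoff, the mean of all compounds plus 3 SD, cut at about 60% in these data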;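 also: 0% = DMSO-treated cells and 100% = gossypol-treated cells at 36 µM; higher means less SRC3-driven luciferase light from the GAL4 reporter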
NR5A2 inv ag: inverse agonists of human LRH-1 (NR5A2) | HEK293T StAR-luciferase reporter, LRH-1 transfected, 24 h | O00482 | inhibition, % at 3.6 µM | 360,000 compounds, 0.13% hits;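 active = inhibition above the mean inhibition of all tested compounds plus 3 SD, cut at about 73% in these data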;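 also: 0% = DMSO wells and 100% = reporter-only cells lacking LRH-1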
Target sequence (O00482 whole entry, looked up): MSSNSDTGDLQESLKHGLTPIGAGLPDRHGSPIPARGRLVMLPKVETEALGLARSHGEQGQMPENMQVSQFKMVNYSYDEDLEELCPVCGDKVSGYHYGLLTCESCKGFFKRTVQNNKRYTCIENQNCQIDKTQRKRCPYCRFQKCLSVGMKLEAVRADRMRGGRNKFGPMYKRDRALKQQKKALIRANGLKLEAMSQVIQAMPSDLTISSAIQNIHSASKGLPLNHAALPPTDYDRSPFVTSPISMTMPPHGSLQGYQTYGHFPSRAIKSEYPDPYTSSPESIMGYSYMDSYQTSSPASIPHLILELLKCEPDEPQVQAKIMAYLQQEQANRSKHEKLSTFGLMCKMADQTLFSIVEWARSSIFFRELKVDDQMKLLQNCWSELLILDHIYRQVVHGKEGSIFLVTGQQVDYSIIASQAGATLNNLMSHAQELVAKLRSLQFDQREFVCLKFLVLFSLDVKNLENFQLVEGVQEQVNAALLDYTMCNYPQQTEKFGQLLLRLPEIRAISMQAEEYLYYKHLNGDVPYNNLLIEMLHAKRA
SRC1 inh: inhibitors of human steroid receptor coactivator 1 (SRC1); Q15788; HEK293 GAL4-SRC1 luciferase reporter, luminescence; inhibition, % at 3.6 µM; 360,000 compounds, 0.12% hits; AID 588354;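 active = inhibition above the campaign mean plus 3 SD, with each screening campaign given its own cutoff, cut at about 60% in these data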;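 also: 0% = DMSO treated cells and 100% = gossypol at 36 µM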
LMP1 NFkB inh: reduces LMP1-driven NF-kappaB luciferase signal. inhibition, % at 12.5 µM. LMP1-induced NF-kappaB luciferase reporter cells, luminescence. 350,000 compounds, 0.69% hits; in the data active = inhibition above about 41%;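 also: 0% = neutral control wells and 100% = reference inhibitor control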
COUP-TFII inh: inhibitors of human COUP-TFII (NR2F2) | AID 686940 | 370,000 compounds, 0.7% hits | HEK293T NGFI-A luciferase reporter, luminescence | inhibition, % at 8.6 µM;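 active = inhibition above a per-plate cutoff, mean inhibition of test wells between control levels plus 3 SD, cut at about 38% in these data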;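 also: cells cotransfected with COUP-TFII expression vector driving the NGFI-A reporter; 0% = median of COUP-TF2 test wells and 100% = reporter-only cells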
Target sequence (P24468 whole entry, looked up): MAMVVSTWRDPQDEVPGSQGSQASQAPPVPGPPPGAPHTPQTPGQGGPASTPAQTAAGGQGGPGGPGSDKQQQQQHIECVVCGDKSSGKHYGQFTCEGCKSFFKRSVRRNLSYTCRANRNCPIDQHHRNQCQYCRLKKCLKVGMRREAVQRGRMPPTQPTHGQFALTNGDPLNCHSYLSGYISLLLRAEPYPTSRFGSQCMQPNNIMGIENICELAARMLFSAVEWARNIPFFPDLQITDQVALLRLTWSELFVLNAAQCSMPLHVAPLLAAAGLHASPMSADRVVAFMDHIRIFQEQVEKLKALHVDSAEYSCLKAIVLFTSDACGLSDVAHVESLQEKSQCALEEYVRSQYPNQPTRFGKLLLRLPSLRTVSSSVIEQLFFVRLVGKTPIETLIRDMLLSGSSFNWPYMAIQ
CF NFkB block: cystic fibrosis NF-kB activation inhibition. inhibition, % at 5 µM. AID 588850. KKLEB NF-kB-GFP reporter, PAF-induced, GFP fluorescence overnight. 360,000 compounds, 0.86% hits;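 active = at least 50% inhibition at 5 µM, scaled per plate between neutral and stimulator controls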;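 also: PAF is a Pseudomonas aeruginosa culture filtrate used as stimulus; plate controls were PAF-stimulated DMSO wells for no effect and unstimulated DMSO wells for full effect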
TWEAK Fn14 block: blocks TWEAK-Fn14 interaction in a reporter cell assay; TWEAK-stimulated Fn14 reporter cells, luciferase luminescence, 8 h; inhibition, % at 10 µM; 360,000 compounds, 2% hits; AID 1159606; in the data active = inhibition above about 50%
C8 TRAIL sens: caspase-8 TRAIL sensitization | NB7+C8 cells + TRAIL, ATPlite viability luminescence | inhibition (viability loss, TRAIL sensitization), % at 10 µM | 360,000 compounds, 1% hits;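 active = compounds causing at least 50% loss of cell viability in the single-dose screen, relative to plate controls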
TROY NFkB inh: inhibitors of TROY-dependent NF-kB signaling | inhibition, % at 10 µM | Q293 LMP1-TROYcd NF-kB luciferase reporter, 4 h | 360,000 compounds, 0.98% hits;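 active = compounds whose plate-normalised and pattern-corrected inhibition of the luciferase reporter signal at the single screening dose is 50% or more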
NCOA2 inhibitor: human SRC2 (NCOA2) inhibition | Q15596 | HEK293 GAL4-SRC2 luciferase reporter, luminescence | inhibition, % at 9 µM | 370,000 compounds, 0.17% hits | AID 651957;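 active = inhibition above the mean inhibition of all tested compounds plus 3 SD, set per campaign, cut at about 52% in these data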;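 also: 0% = DMSO treated cells and 100% = cells given Gossypol at 36 µM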
An asterisk follows results filed as active; x = not tested or not shown.

SMILES	KKLEB cytotox	NCOA3 inh	NR5A2 inv ag	SRC1 inh	LMP1 NFkB inh	COUP-TFII inh	CF NFkB block	TWEAK Fn14 block	C8 TRAIL sens	TROY NFkB inh	NCOA2 inhibitor
CC1CCCCN1C(=O)Cn1c(=O)n(-c2ccc(F)cc2)c(=O)c2sccc21 (configuration not stated)	-5	11	2	-24	1	13	5	-9	16	5	3
CNC(=O)CCn1nc(-c2ccc(Cl)cc2)c2ccccc2c1=O	-13	13	-4	-1	0	0	-4	-30	2	-13	4
c1ccc2c(c1)Nc1nccnc1S2	-5	-51	-19	-43	-29	-4	21	19	10	16	-51
COc1ccc(N2CCN(C(=O)CSc3nc4cc(OC)c(OC)cc4cc3C#N)CC2)cc1	-11	-5	38	-25	3	2	17	-25	0	10	-8
O=C(c1cc2ccccc2oc1=O)N(Cc1ccccc1)Cc1ccc2c(c1)OCO2	5	-1	-6	-12	-4	-3	-17	14	1	-2	8
C=CCOc1ccc(C2C(C(=O)c3ccco3)=C(O)C(=O)N2CCCN(CC)CC)cc1 (configuration not stated)	-6	-10	-21	0	5	-8	6	1	2	-20	-3
Cc1cccc(-n2nnnc2SCC(=O)Nc2cccc(S(N)(=O)=O)c2)c1	0	-1	10	5	4	7	6	-10	12	-2	26
COc1cc2nc(N(CCN(C)C)C(=O)c3ccc(S(=O)(=O)N(C)CC4CCCO4)cc3)sc2cc1OC (configuration not stated)	8	-1	-14	4	10	0	-30	-9	-16	26	-3
COCCCN1C(=O)C(CC(=O)NCc2cccs2)CC(C(=O)N2CCCCCC2)=C1C (configuration not stated)	x	x	-14	x	x	8	x	-2	-13	20	-9
C#CCN(C(=O)Nc1ccccc1)c1ccccc1	1	11	6	10	-1	12	6	-6	-8	-1	7
CN(C)/C=C(/C(=O)c1ccccc1)n1cncn1	0	3	12	4	4	11	5	5	2	0	7
Cn1c(/N=C/c2c(O)ccc3ccccc23)nc2ccccc21	6	-11	-5	1	-12	4	-2	11	1	25	9
COc1cccc(/C=N/NC(=O)NC2CCCCC2)c1O	15	-62	-57	-112	-29	-28	-4	-26	11	-26	-54
O=C(NC1CCCC1)C(c1ccncc1)N(CC1CCCO1)C(=O)Cn1nnc(-c2cccs2)n1 (configuration not stated)	9	9	16	-24	-3	0	9	-7	13	7	-11
CC1=NN(c2ccc(Cl)c(C(=O)O)c2)C(=O)/C1=C\c1ccc(-c2ccc(C(=O)O)cc2)o1	-4	0	2	2	0	13	12	31	1	4	-9
CCCS(=O)(=O)NC(=O)C1(C)CCN(C(=O)c2ccccc2OC(C)=O)C1 (configuration not stated)	-21	-16	-3	-28	x	-5	10	0	-22	-8	9
FCCCOc1ccc(-c2nccc(-c3ccccn3)n2)cc1	7	-6	-35	-23	-6	8	-26	-40	8	-35	4
COc1coc(C(O)CN)cc1=O (configuration not stated)	-2	0	-5	-10	-21	11	11	-10	-3	-4	-4
CCn1c(=O)cc(SCC(=O)Nc2ccc(Cl)cc2)c2ccccc21	-2	10	-1	-4	2	9	4	-15	-23	9	-6
O=c1c2ccccc2nc(SCCN2CCCCC2)n1CCc1ccccc1	-10	-9	7	-18	-24	-6	-12	-19	-4	-11	-2
O=C(c1ccc([N+](=O)[O-])s1)N1CCN(c2cccc(Cl)c2)CC1	-3	24	31	11	-8	2	-18	4	20	7	-20
O=C(NCC(=O)N1CCCCCCC1)c1ccccc1Cl	12	-25	-30	-17	-1	-5	-10	0	-5	-31	-15
Cn1c(C(=O)NCC2CCCO2)cc2c(=O)n3ccccc3nc21 (configuration not stated)	-2	-25	-16	-49	-6	-8	-15	-4	24	-22	-12
Cc1ccc(NC(=O)C2CC(=O)Nc3ncnn32)c(C)c1 (configuration not stated)	8	7	18	1	3	-7	-4	6	11	-16	13
Cc1cccc(-n2cc(CNCCc3nc(C)cc(C)n3)c(-c3cccc(F)c3)n2)c1	-12	14	-13	4	1	13	7	6	-3	-26	-4
O=C1Nc2ccccc2C12OCC1(CO2)COC2(OC1)C(=O)Nc1ccccc12 (configuration not stated)	1	-20	-10	-15	3	6	16	12	5	1	7
CC(C)C(=O)NCCCc1ccccc1	-5	3	-7	-1	6	4	1	-1	-11	0	-2
O=C(NCCn1c(-c2ccncc2)nc2ccccc21)[C@H]1CCCN1c1nc(CN2CCCCC2)cs1	-4	3	-13	7	-7	1	22	2	-7	-2	6
CCOC(=O)c1csc(N)c1-c1ccc([N+](=O)[O-])cc1	-4	2	-6	-2	-12	18	5	0	-9	0	26
COCCNC(=S)NC1CC2CCCC(C1)N2Cc1ccco1 (configuration not stated)	-1	16	-3	0	-8	14	9	2	4	-3	-12
CC(=O)N1CCN(C(=O)COC(=O)COc2c(C)cc(C)cc2C)CC1	4	-2	19	6	-3	7	-20	-8	-6	-12	-2
CC(CNC(=O)c1ccc(C#N)cc1)NC(=O)c1ccc(C#N)cc1 (configuration not stated)	0	-1	5	5	6	1	-13	-13	14	-19	-28
Cc1ccc(-c2nn(Cc3ccccc3)cc2/C=C/C(=O)O)cc1	4	-9	6	-16	-6	6	3	-12	4	0	-43
CCCCC1CCC(C(=O)N(C)CC(=O)Nc2cccc(OC)c2)CC1 (configuration not stated)	-1	9	18	-22	-4	5	7	-4	-4	15	18
O=C(Cc1cn2ccsc2n1)NCc1ccccc1	10	-19	-27	3	11	7	-19	-1	-1	-5	-12
O=c1c(-c2ccccc2)c(O)nc(SCCN2CCOCC2)n1-c1ccccc1	11	10	-15	3	1	-5	5	-7	-15	-23	-29
Nc1nc(-c2ccccc2)c(N=Nc2ccc(Cl)cc2)s1	-12	-6	-27	-24	-6	16	-1	1	-1	-18	32
COC(=O)CCCn1nc(NC(=O)c2ccco2)cc1C	0	-12	-31	2	-11	-14	9	17	-5	-22	-25
O=C(c1ccccc1)c1coc(-c2ccccc2)c1	-3	-130	-176	-112	-8	-41	-19	29	34	-29	-53
CCN1C[C@@H]2[C@@H]3C(=O)N(Cc4ccccc4)C(=O)[C@@H]3[C@](C)(C1=O)N2C(=O)c1ccc(Cl)c(Cl)c1	2	9	-1	2	6	-10	-1	-38	7	1	28

Whole records, looked up by structure.
`CCN1C[C@@H]2[C@@H]3C(=O)N(Cc4ccccc4)C(=O)[C@@H]3[C@](C)(C1=O)N2C(=O)c1ccc(Cl)c(Cl)c1` in the list: KKLEB cytotox = 2; NCOA3 inh = 9; NR5A2 inv ag = -1; SRC1 inh = 2; LMP1 NFkB inh = 6; COUP-TFII inh = -10; CF NFkB block = -1; TWEAK Fn14 block = -38; C8 TRAIL sens = 7; TROY NFkB inh = 1; NCOA2 inhibitor = 28
`CCCCC1CCC(C(=O)N(C)CC(=O)Nc2cccc(OC)c2)CC1` (configuration not stated) in the list: KKLEB cytotox = -1; NCOA3 inh = 9; NR5A2 inv ag = 18; SRC1 inh = -22; LMP1 NFkB inh = -4; COUP-TFII inh = 5; CF NFkB block = 7; TWEAK Fn14 block = -4; C8 TRAIL sens = -4; TROY NFkB inh = 15; NCOA2 inhibitor = 18

Other structures follow:
SMILES	KKLEB cytotox	NCOA3 inh	NR5A2 inv ag	SRC1 inh	LMP1 NFkB inh	COUP-TFII inh	CF NFkB block	TWEAK Fn14 block	C8 TRAIL sens	TROY NFkB inh	NCOA2 inhibitor
CC(C)(C)C(=O)OCCn1c(=O)c2cc3c(=O)n(CCOC(=O)C(C)(C)C)c(=O)c3cc2c1=O	-4	13	4	-2	-22	3	-2	-6	-26	5	-1
O=S(=O)(NCCc1ccccc1)c1ccc(F)cc1	4	-6	-25	-4	2	0	-9	2	-6	-4	9
CCOc1ccc(C(=O)NC(C(=O)NCCc2ccc(S(N)(=O)=O)cc2)C(C)C)cc1 (configuration not stated)	11	-6	20	2	2	-3	-18	3	33	1	-14
Cc1ccc(C)c(S(=O)(=O)N2CCCCC2CCNC(=O)C(=O)NCc2ccncc2)c1 (configuration not stated)	-4	37	14	1	0	10	24	17	14	-12	8
COc1ccc(-n2nc3c(c2NC(=O)c2ccc(S(=O)(=O)N4CCOCC4)cc2)CS(=O)(=O)C3)cc1	4	5	16	-7	4	0	-8	-8	-1	-3	-4
Cc1[nH]c2ccccc2c1Cc1nnc(SCCC#N)o1	-4	2	5	-14	1	1	4	-1	-18	2	-13
Fc1ccc(CSc2ncnc3ccccc23)cc1	-4	17	24	-2	5	-22	29	32	-20	16	16
CC(=O)Nc1ccc(OCC(O)Cn2cnc3ccccc32)cc1 (configuration not stated)	-2	-40	2	0	-2	-3	5	-4	-4	1	-16
O=C1NC2c3ccccc3C(=O)N2c2c1cnn2-c1ccccc1 (configuration not stated)	1	24	18	-21	-1	-8	-8	3	8	9	-1
CN1CCN(NC(=O)C2CC2)CC1	5	7	8	3	-6	11	8	32	14	-10	-17
COCC(=O)Nc1nnc(SCC(=O)N2C(C)CCCC2C)s1 (configuration not stated)	24	4	-2	-23	4	10	-27	18	-8	14	2
Cc1ccccc1Nc1c([N+](=O)[O-])cncc1[N+](=O)[O-]	-6	15	24	10	9	-9	12	4	3	7	5
COC(=O)C1C/C(=N\NS(=O)(=O)c2ccc(C)cc2)c2sccc2C1 (configuration not stated)	9	13	0	0	6	0	-6	0	-1	1	8
O=C(Nc1c(Cl)ccc2nsnc12)c1ccc(Br)o1	-3	-7	6	-87	-5	-6	14	35	-7	0	-14
c1csc(Cc2nc(-c3ccc(-n4cccc4)cc3)no2)c1	-3	-23	17	-25	-15	1	-1	-9	6	-46	9

Compounds listed so far with a thiophene ring, fused or not (7):
SMILES	KKLEB cytotox	NCOA3 inh	NR5A2 inv ag	SRC1 inh	LMP1 NFkB inh	COUP-TFII inh	CF NFkB block	TWEAK Fn14 block	C8 TRAIL sens	TROY NFkB inh	NCOA2 inhibitor
CC1CCCCN1C(=O)Cn1c(=O)n(-c2ccc(F)cc2)c(=O)c2sccc21 (configuration not stated)	-5	11	2	-24	1	13	5	-9	16	5	3
COCCCN1C(=O)C(CC(=O)NCc2cccs2)CC(C(=O)N2CCCCCC2)=C1C (configuration not stated)	x	x	-14	x	x	8	x	-2	-13	20	-9
O=C(NC1CCCC1)C(c1ccncc1)N(CC1CCCO1)C(=O)Cn1nnc(-c2cccs2)n1 (configuration not stated)	9	9	16	-24	-3	0	9	-7	13	7	-11
O=C(c1ccc([N+](=O)[O-])s1)N1CCN(c2cccc(Cl)c2)CC1	-3	24	31	11	-8	2	-18	4	20	7	-20
CCOC(=O)c1csc(N)c1-c1ccc([N+](=O)[O-])cc1	-4	2	-6	-2	-12	18	5	0	-9	0	26
COC(=O)C1C/C(=N\NS(=O)(=O)c2ccc(C)cc2)c2sccc2C1 (configuration not stated)	9	13	0	0	6	0	-6	0	-1	1	8
c1csc(Cc2nc(-c3ccc(-n4cccc4)cc3)no2)c1	-3	-23	17	-25	-15	1	-1	-9	6	-46	9
